Source: PubChem
FEN1 inhibitor – qHTS Assay for the Inhibitors of Human Flap endonuclease 1 (FEN1); P39748; Recombinant FEN1 flap cleavage, fluorescence, 15 min; Potency, µM (top dose mostly 114 µM), for inactives: at the top dose activity change, negative = inhibition, most hits filed as inhibitors; 390,000 tested, 0.35% active; further: nearly all actives have a fitted effect of over 65% in size
Target sequence (P39748 whole entry, looked up): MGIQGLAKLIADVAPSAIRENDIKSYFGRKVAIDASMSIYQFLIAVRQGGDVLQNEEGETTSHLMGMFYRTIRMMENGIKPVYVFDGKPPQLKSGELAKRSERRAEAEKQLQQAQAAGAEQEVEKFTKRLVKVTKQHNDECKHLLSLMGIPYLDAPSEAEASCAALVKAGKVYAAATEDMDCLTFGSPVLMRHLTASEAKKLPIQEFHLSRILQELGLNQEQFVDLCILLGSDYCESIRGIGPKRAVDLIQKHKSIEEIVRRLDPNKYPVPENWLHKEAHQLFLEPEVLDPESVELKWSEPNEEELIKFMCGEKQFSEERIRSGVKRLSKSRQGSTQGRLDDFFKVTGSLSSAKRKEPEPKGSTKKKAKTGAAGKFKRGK
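FEN1 at 10 nM preincubated with compounds 15 min at room temperature, then flap DNA substrate added at 50 nM final. Signal read at 0 and 15 min; concentration-response fitted with four-parameter Hill equation.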
N370S GC mod – qHTS Assay for Inhibitors and Activators of N370S glucocerebrosidase as a Potential Chaperone Treatment of Gaucher Disease; N370S GC spleen homogenate, 4MU-glucoside fluorescence; Potency, µM (highest dose often 59.4 µM), without a hit: at the top dose activity change, negative = inhibition, usual class: inhibitors; 330,000 tested, 0.092% active;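 further: 0% = full enzyme activity and -100% = no enzyme basal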
TDP1 block – qHTS Assay for Inhibitors of Tyrosyl-DNA Phosphodiesterase (TDP1) | Tyrosyl-DNA phosphodiesterase 1 (Homo sapiens), Q9NUW8 | recombinant TDP1, AlphaScreen DNA substrate cleavage | Potency, µM (doses to about 130 µM), inactives show at the top dose activity change, negative = inhibition, actives largely listed as inhibitors | 350,000 tested, 0.28% active | AID 485290, 2010; further: nearly all actives have a fitted effect of over 40% in size
Target sequence (Q9NUW8 whole entry, looked up): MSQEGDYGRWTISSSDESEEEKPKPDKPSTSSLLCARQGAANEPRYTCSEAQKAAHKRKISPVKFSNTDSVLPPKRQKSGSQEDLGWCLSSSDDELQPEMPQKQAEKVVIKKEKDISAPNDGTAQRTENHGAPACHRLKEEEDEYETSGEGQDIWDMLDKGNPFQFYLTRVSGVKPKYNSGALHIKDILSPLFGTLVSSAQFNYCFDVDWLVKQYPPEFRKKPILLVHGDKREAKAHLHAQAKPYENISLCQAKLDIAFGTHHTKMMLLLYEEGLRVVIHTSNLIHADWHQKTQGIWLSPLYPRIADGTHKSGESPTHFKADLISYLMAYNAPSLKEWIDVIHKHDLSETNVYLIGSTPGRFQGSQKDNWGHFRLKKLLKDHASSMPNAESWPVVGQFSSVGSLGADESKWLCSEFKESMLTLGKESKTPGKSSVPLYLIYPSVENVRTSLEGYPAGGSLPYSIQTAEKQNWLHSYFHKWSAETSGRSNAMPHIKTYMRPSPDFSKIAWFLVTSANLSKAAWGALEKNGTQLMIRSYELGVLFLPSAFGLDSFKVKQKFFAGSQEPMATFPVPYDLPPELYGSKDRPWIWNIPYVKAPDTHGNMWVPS
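Recombinant E. coli-expressed Tdp1 (1 nM) preincubated with compound 15 min at RT, then 5'-biotin/3'-phosphotyrosine-FITC DNA substrate (15 nM) added for 5 min. AlphaScreen beads (10 ug/ml) added, 10 min RT; tyrosine-FITC cleavage read as signal loss.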
The depositor's hits bear a star; u = inconclusive; x = no result given; & = joins results of further samples; [ ] = another dose, or the depositor's remark. The call rests on the fitted dose curve; in most records, active means well fitted curve in the direction sought with a large enough effect; inconclusive means small, poorly fitted or top-dose-only effect, or another doubt; inactive means no such curve, though single readings can be large; an effect the other way counts as inactive or inconclusive. Unless noted, on the % scale 0 is the no-effect control and ±100 the full control effect; potency means the concentration at half of the fitted maximal effect. Random draw from the library, and some 0.53% of all compounds hit somewhere here.

FEN1 inhibitor | N370S GC mod | TDP1 block | compound
10% | x | 3% | CCOc1ccc(NC(=O)CSc2ccc(-c3sc(-c4ccccc4)nc3C)nn2)cc1
2% | -7% | 0% | COC(=O)c1sccc1NS(=O)(=O)c1ccccc1[N+](=O)[O-]
0% | 5% | -3% | COCC(C)NC(=O)NC(=O)c1ccc(Cl)cc1 (stereo unspecified)
1% | -11% | 7% | CC(C)(C)NC(=O)C(OC(=O)Cn1nnc(-c2ccc(F)cc2)n1)c1ccncc1 (stereo unspecified)
5% | x | 0% | CCOc1ccc(-n2c(/C=C/c3cccc(F)c3)nc3cc(OC)c(OC)cc3c2=O)cc1
0% | -3% | -1% | CNC(=S)Nc1cc(OC)ccc1OC
-1% | x | -5% | N#Cc1ccc(C(=O)OCC(=O)Nc2cccc(S(=O)(=O)NC3=NCCC3)c2)cc1
-1% | -13% | x | COCCn1cnc2c1c(=O)n(CC(=O)NC(=O)NC(C)(C)C)c(=O)n2Cc1ccccc1
-1% | 7% | -1% | CCCOP(=O)(c1ccccc1)c1ccccc1
7% | -4% | 3% | CCCN(CC(=O)Nc1ccccc1C)C(=O)c1cccc(-n2cnnn2)c1
-8% | -21% | 5% | CCCOc1ccc(C(=O)NC(=S)NCc2cccnc2)cc1
11% | 9% | -1% | CN(Cc1cccs1)S(=O)(=O)c1cccs1
-3% | 0% | u | COC(=O)C1=C(NC(=O)CCCCl)CCS1
-2% | 0% | -2% | Cc1ccc(-c2nc(CS(=O)(=O)CC(=O)NCCCN3CCN(C)CC3)c(C)o2)cc1
-1% | -13% | -2% | Cc1sc2nc3ccc(N4CCCCC4)nn3c(=O)c2c1C
1% | 3% | 3% | COc1ccc(NC(=O)c2cnc3n(c2=O)CCS3)cc1OC
-15% | 1% | 3% | CCOC(=O)C1CCCN(Cc2cn(C)nc2-c2ccc3c(c2)OCCO3)C1 (stereo unspecified)
-19% | -22% | 12% | CN1c2ccccc2C(C)(C)[C@]12C=Cc1cc(O)ccc1O2
20% | 2% | x | COc1ccc(CC(=O)Nc2cccc3c2CCCC3)cc1
-6% | 1% | 4% | O=C(/C=C/Nc1cccc([N+](=O)[O-])c1)c1cccs1
-3% | x | 9% | Cc1cccc(N2CCN(S(=O)(=O)c3c(C(=O)N4CCC(C)CC4)c(C)n(C)c3C)CC2)c1C
-1% | -2% | x | COc1ccccc1N(Cc1cc(=O)[nH]c2ccccc12)C(C)=O
-3% | 1% | 4% | CC(NC(=O)C(=O)N1CCCCC1)C(c1cccs1)N1CCN(c2ccc(F)cc2)CC1 (stereo unspecified)
-11% | 0% | 3% | CCN(c1cccc(C)c1)S(=O)(=O)c1ccc2c(c1)N(C(C)=O)CCS2
1% | x | 8% | CC1CCN(S(=O)(=O)N2CCC(C(=O)NCc3ccccc3Cl)CC2)CC1

Nothing new here: 5 of the compounds above.
FEN1 inhibitor | N370S GC mod | TDP1 block | compound
-3% | x | 9% | Cc1cccc(N2CCN(S(=O)(=O)c3c(C(=O)N4CCC(C)CC4)c(C)n(C)c3C)CC2)c1C
-1% | -2% | x | COc1ccccc1N(Cc1cc(=O)[nH]c2ccccc12)C(C)=O
-3% | 1% | 4% | CC(NC(=O)C(=O)N1CCCCC1)C(c1cccs1)N1CCN(c2ccc(F)cc2)CC1 (stereo unspecified)
-11% | 0% | 3% | CCN(c1cccc(C)c1)S(=O)(=O)c1ccc2c(c1)N(C(C)=O)CCS2
1% | x | 8% | CC1CCN(S(=O)(=O)N2CCC(C(=O)NCc3ccccc3Cl)CC2)CC1

Next structures follow:
FEN1 inhibitor | N370S GC mod | TDP1 block | compound
x | -3% | 4% | CC(=O)[C@@H]1[C@@H]2C(=O)N(C3CCCCC3)C(=O)[C@@H]2C2c3ccccc3C=CN21 (stereo partly specified)
22% | -1% | 3% | CCC1Oc2ccccc2N(CC(=O)NCCCN2CCN(CC)CC2)C1=O (stereo unspecified)
0% | -1% | 2% | O=c1[nH]cnc2scc(-c3ccc(F)cc3)c12
-1% | 9% | -2% | Cc1sc2nc(CSc3nnc(Cc4cccs4)n3C3CCCCC3)[nH]c(=O)c2c1C
12% | -1% | 1% | CN(Cc1ccccc1)C(=O)CCC1CCN(C(=O)c2ccccc2C(F)(F)F)CC1
6% | -9% | 3% | Cc1c(NC(=O)/C(C#N)=C\c2cccs2)c(=O)n(-c2ccccc2)n1C
-4% | 7% | 4% | COCCNC(=O)C1CC(=O)N(c2ccc(OC)cc2)C1c1ccc(OC)cc1 (stereo unspecified)
4% | -11% | x | CCC1=NN2C(=N)/C(=C\c3ccc(OCCOc4ccc(NC(C)=O)cc4)cc3)C(=O)N=C2S1
-10% | -5% | 6% | O=C(Cn1cccc1)N1CCN(C(c2ccccc2)c2ccccc2)CC1
-12% | -7% | -2% | COc1cc(C(Nc2ccc(S(=O)(=O)NCC3CCCO3)cc2)C(=O)NC(C)(C)C)cc(OC)c1OC (stereo unspecified)
7% | x | 1% | COc1ccc(CCNC(=O)CCCCn2c(=O)c3ccccc3n(CC(=O)Nc3ccccc3C)c2=O)cc1OC
x | 2% | 2% | Cc1coc2cc3oc(=O)c4c(c3cc12)CCC4
-5% | -2% | 8% | C=CCN1C(=O)/C(=c2\sc3nc(=O)c(Cc4ccc(OC)c(OC)c4)nn3c2=O)c2ccccc21
4% | 5% | -5% | Cc1ccc(S(=O)(=O)CCc2nnc(NC(=O)COc3cccc(C)c3)s2)cc1
3% | 11% | -1% | CCn1c(CCC(=O)Nc2cc(F)ccc2C)nc2cc(S(=O)(=O)N(C)C)ccc21
-2% | -7% | 6% | CSc1nc2nc(-c3cccc(C(F)(F)F)c3)ccn2n1
-9% | -1% | 2% | COc1ccc(CNC(=O)C(CCSC)NS(=O)(=O)c2ccccc2F)cc1 (stereo unspecified)
16% | -10% | -8% | O=C(CSc1ccccc1)Nc1nnc(C2CC2)s1
7% | 25% | -3% | O=C(CNC(=O)c1ccc(S(=O)(=O)N2CCCC2)cc1)N/N=C/c1ccc(Cl)cc1
-15% | -12% | 1% | Cc1ccsc1-c1nc(-c2ccccc2)c(-c2ccccc2)[nH]1
2% | -8% | x | Cc1ccc(NS(=O)(=O)c2cccc(C(=O)NCCCN3CCOCC3)c2)cc1
x | -1% | 5% | NCCCCCCN
-4% | x | 2%[12.3 µM] | CCOc1ccc(C(=O)Nc2cc(-c3nc4ccccc4o3)ccc2C)cc1Cl
3% | -17% | 3% | Cc1cc(NS(=O)(=O)c2ccc3c(c2)OCCO3)no1
9% | -3% | 1% | CC1=C(C(=O)Nc2ccccc2)C(c2ccncc2)n2nnnc2N1 (stereo unspecified)
-8% | u | 1% | Cc1cc(-n2c(=O)c(C#N)cc3c(=O)n4cccc(C)c4nc32)no1
-12% | -17% | 0% | Cc1cc(C)n2nc(-c3ccccc3)c(-c3ccccc3)c2n1
-14% | 5% | 1% | Cc1ccc(N2C(=O)C(CC(=O)Nc3cccc(F)c3)N(C3CC3)C2=O)cc1 (stereo unspecified)
-16% | -7% | 8% | Cc1cc(C)c2c(c1)NC(c1cc3c(cc1Br)OCO3)C1CC=CC21 (stereo unspecified)
-15% | x | -15% | Cc1ccc(S/C(=N/S(=O)(=O)c2ccc(Cl)cc2)c2ccccc2)cc1
-14% | -28% | -2% | O=C(NC(=S)Nc1ccc(Br)cn1)c1cncc(Br)c1
0% | 1% | 5% | COc1ccc(C2N=C(c3ccccc3)NO2)cc1OC (stereo unspecified)
-9% | -19% | 0% | CC(=O)N1c2ccc(S(=O)(=O)N(C)CC(=O)NCc3ccccc3)cc2CC1C (stereo unspecified)
-1% | 5% | 4% | COC(=O)c1ccccc1C(=O)N1CCOCCN(C(=O)c2ccccc2C(=O)OC)CCOCC1
1% | -17% | -11% | CCOC(=O)CSc1cc(CSc2ccccc2)nc(-c2ccccc2)n1
1% | -13% | 8% | CCc1ccc(C(=O)CSc2nnc(C)c(=O)[nH]2)cc1
-4% | 1% | 0% | Cc1nn(Cc2ccccc2)c(C)c1/C=N/NC(=O)c1cccnc1
6% | 10% | 4% | CCC(OC(=O)c1ccco1)C(=O)NCc1ccco1 (stereo unspecified)
10% | -17% | x | COc1ccc(-c2cc(=O)oc3cc(OCC(=O)NCCCn4ccnc4)ccc23)cc1
-3% | 3% | 4% | COc1ccccc1N1CCN(C2CCCN(C(=O)CCc3cnccn3)C2)CC1 (stereo unspecified)
14%&13% | -3% | -13% | COc1ccc(NC(=O)Cn2nnc(C(=O)NCCc3ccccc3)c2N)cc1
-1% | 18% | 4% | CCCn1c(OC)nc2c1c(=O)n(C)c(=O)n2C
5% | -14% | 11% | O=C(Nc1nccs1)C1CC=CCC1 (stereo unspecified)
-3% | x | 1% | Cc1nc(NC(=S)NC(=O)c2cccs2)sc1C(=O)N(C)C
u | -1% | x | O=c1cc(-c2ccc(O)c(O)c2)oc2ccc3ccccc3c12
-14% | 1% | 0% | CC1(C)Cc2cccc(OCC(=O)Nc3ccccc3N3CCOCC3)c2O1
1% | 1% | 3% | CC(=O)NCCc1nc2ccccc2[nH]1
-25% | 3% | 10% | COc1cc2c(cc1OC)CN(C(=O)CCCOc1ccc(Cl)cc1Cl)CC2
15% | 18% | 1% | C#CCOc1ccc2c(C)cc(=O)oc2c1
1% | -21% | 2% | CC/C(Cc1ccccc1)=N/NC(=O)CNC(=O)c1ccc(Cl)cc1Cl

Single records, from the list above:
COc1ccc(-c2cc(=O)oc3cc(OCC(=O)NCCCn4ccnc4)ccc23)cc1 across the screens: FEN1 inhibitor = 10%; N370S GC mod = -17%; TDP1 block = x
Cc1nc(NC(=S)NC(=O)c2cccs2)sc1C(=O)N(C)C across the screens: FEN1 inhibitor = -3%; N370S GC mod = x; TDP1 block = 1%
CCOC(=O)CSc1cc(CSc2ccccc2)nc(-c2ccccc2)n1 across the screens: FEN1 inhibitor = 1%; N370S GC mod = -17%; TDP1 block = -11%

Remaining list, next part:
FEN1 inhibitor | N370S GC mod | TDP1 block | compound
8% | 28% | 1% | Cc1ccc(NC(=O)c2cc(-c3ccccc3)nn2-c2ccccc2)cc1
-7% | -6% | 1% | COc1ccc(NC(=O)CSc2ccc3nnc(CCNC(=O)c4ccccc4)n3n2)cc1OC
4% | x | 3% | Cn1c(N)c(C(=O)COC(=O)/C=C/c2cccc(Cl)c2)c(=O)n(C)c1=O
-3% | 4% | -3% | CN(C)c1ccc(C2Nc3ccccc3C(=O)N2CCCN2CCOCC2)cc1 (stereo unspecified)
-4% | 7% | -1% | CCc1cc2c(=O)[nH]c(N3CCOCC3)nc2s1
-20% | 10% | -5% | COc1ccccc1CN(C)CC(=O)Nc1ccc(Cl)cc1C(F)(F)F
-13% | 2% | 4% | OCCC1CN(Cc2cccn2-c2cccnc2)CCN1C1CCCC1 (stereo unspecified)
0% | -2% | x | O=C(O)c1cc2c(=O)c3ccccc3oc2nc1C(F)(F)F
-19% | 2% | 2% | COC(=O)c1sc(N)c(C(=O)OC)c1CSc1nc2sc3c(c2c(=O)n1C)CCC3
-21% | -16% | 9% | O=C(Oc1ccc2c(c1)OCO2)c1ccc(Br)c(S(=O)(=O)N2CCOCC2)c1
6% | -2% | 2% | Cc1cc(NC(=O)C(C)SCC(=O)OCC(=O)N(C)c2ccccc2)no1 (stereo unspecified)
-1% | -3% | 1% | CC(C)(C)C(=O)Nc1ccc(N2CCN(S(C)(=O)=O)CC2)cc1
-5% | -1% | 0% | Cc1cccc(C(=O)OCC(=O)Nc2c(C)nn(-c3ccccc3)c2C)c1O
5% | -21% | 3% | CCN1CCN(c2ccc(S(=O)(=O)N3CCOCC3)cc2NC(=O)c2ccc(Cl)cc2Cl)CC1
3% | -1% | 0% | CCOC(=O)c1cc(S(=O)(=O)N2CCOCC2)cn1C
-34% | 29% | 5% | c1ccc2c(c1)CCN(c1nc3ccccc3n3cnnc13)C2
0% | -4% | -8% | COc1ccc(OCCNC2CCCC2)cc1
1% | -7% | 3% | O=C(CCCCCNC(=O)N1CCn2c1nc1ccccc12)NCc1ccc(Cl)cc1
-4% | 5% | 0% | O=C(c1cc(-c2ccc(Cl)cc2)on1)N1CCCC1
-4% | 13% | 8% | CN1C=CC=C/C1=C1\SC(=S)N(C2CCCCC2)C1=O
2% | u | 4% | COc1cccc(CNC(=O)CSCC(=O)Nc2cc(C)on2)c1
22% | -9% | x | Cc1ccc(-n2ncc3c(=O)n(CC(N)=O)cnc32)cc1C
5% | 2% | 6% | CC(C)CC(=O)N1CCN(S(=O)(=O)c2ccccc2)CC1
-9% | -9% | 2% | O=C(COc1ccc(F)cc1)NCCCn1ccnc1
-2% | -6% | -3% | CC(NS(=O)(=O)c1ccc(CCC(=O)NCc2ccco2)cc1)c1ccccc1 (stereo unspecified)
4% | -4% | 0% | O=C(N/C(=C/c1cccnc1)C(=O)N1CCOCC1)c1ccccc1Cl
15% | x | 1% | O=C(COc1ccc(Cl)cc1Cl)Nc1cccc2cccnc12
1% | x | 0% | O=C(COC(=O)C1=COCCO1)Nc1cc(C(F)(F)F)ccc1Cl
